# Screens from PubChem BioAssay.
# FN deposit inh – fibronectin deposition inhibition. hit rate 0.086% among 350,000. inhibition, % at 12.6 µM. AH1F fibroblasts, Alexa488-fibronectin deposition fluorescence, overnight. AID 743247;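 active = mean inhibition across replicates of 30% or more, regardless of how many single replicates reach that level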;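 note: positive control wells lacked labelled fibronectin entirely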
#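 Schedule: 1 h cell adhesion before compound, then overnight fibronectin incubation; test system: AH1F fibroblast monolayer depositing Alexa488-labelled fibronectin into matrix; quantity: 10000 AH1F cells per well; probe or stimulus: fluorescent fibronectin at 24 nM final; signal: fluorescence, ex 485 nm, em 525 nm; evaluation: percent inhibition as loss of matrix-bound fibronectin fluorescence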
# Cneo AK release – causes C. neoformans cell lysis; adenylate kinase release luminescence, 4 h; normalised: neutral wells 0, clomiphene wells 100; lysis activity, % at 15 µM; AID 651654; hit rate 0.2% among 360,000;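 active = mean lysis activity across replicates of at least 80%, whatever share of replicates individually reach that level; inactive = mean lysis activity below 80%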
#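 Test system: log-phase Cryptococcus neoformans yeast cells. Input: 5 × 10^6 yeast cells/mL. Medium: fresh YPD growth medium. Doses: single dose. Incubation: static 4 h at 37 °C with compound, 1 h detection. Measured by: luminescent adenylate kinase detection reagent. Read-out: signal increase indicating cell lysis. Benchmarks: Clomiphene.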
# LGR2 antag – inhibitors of bursicon-induced Drosophila LGR2 receptor cAMP signaling; HEK293 LGR2, CRE-luciferase, bursicon-stimulated, 4 h; inhibition, % at 9.99 µM; hit rate 0.35% among 380,000;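 active = drop in luminescence signal, shown as inhibition above about 50% in the replicate tests, limit read from the data, passing the limit was not always enough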;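 note: agonist challenge used bursicon conditioned medium at about half maximal strength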
# PAX8 inh HTS – inhibitors of PAX8 transcriptional activity in RMG-I cells; RMG-I TPO-luciferase reporter, SteadyGlo, 24 h; inhibition, % at 12.6 µM; hit rate 1.2% among 360,000; AID 652154;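 active = mean replicate inhibition at least 60% with every replicate also reaching 60%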;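 note: luciferase light reporting Pax8 driven TPO promoter activity; plate controls were median of neutral control wells for no effect and mitoxantrone controls for full effect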
# Casp6 inh – blocks human caspase-6 cleavage activity. P55212. purified caspase-6, Z-VEID-R110 cleavage fluorescence. inhibition, % at 12.5 µM. hit rate 0.53% among 350,000. AID 686996;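 active = mean inhibition across replicates at least about 35%, with every replicate also reaching that limit, limit read from the data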;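 note: 0% = median of neutral control wells and 100% = no fluorescence left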
# Target sequence (P55212 24-179 limits assumed): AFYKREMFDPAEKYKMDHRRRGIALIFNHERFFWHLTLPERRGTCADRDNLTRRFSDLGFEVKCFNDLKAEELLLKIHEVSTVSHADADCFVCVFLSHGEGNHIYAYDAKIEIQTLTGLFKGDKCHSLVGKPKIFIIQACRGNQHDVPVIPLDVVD
# Target sequence (P55212 194-293 limits assumed): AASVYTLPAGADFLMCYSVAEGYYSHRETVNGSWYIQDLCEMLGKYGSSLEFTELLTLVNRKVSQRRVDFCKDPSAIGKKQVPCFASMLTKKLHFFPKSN
# EWS-Fli block – EWS/Fli transcriptional activity inhibition; A673 NR0B1-luciferase reporter, viability-normalised; inhibition, % at 12.6 µM; hit rate 0.67% among 350,000; AID 651661;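 active = mean inhibition of at least 50% after viability correction, with every replicate also passing that limit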;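 note: firefly luciferase signal divided by Alamar Blue viability fluorescence both relative to DMSO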
# PGC1a acetyl inh – modulators of PGC1a acetylation; U2OS PGC1a acetylation, AlphaScreen anti-acetyl-lysine; with virally co-expressed GCN5 acetyltransferase; inhibition, % at 15.6 µM; hit rate 0.17% among 350,000; AID 651687;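 active = every replicate shows inhibition of at least 40%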;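 note: 0% = neutral control wells and 100% = positive control wells; some results beyond the cut were filed as inactive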
# miR122 inh – blocks miR-122 activity in Huh7 sensor cells. Huh7 miR-122 Renilla luciferase sensor, 48 h; neutral wells = 0, positive control = 100. activation (reporter increase), % at 12.5 µM. hit rate 0.3% among 340,000;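 active = mean replicate activation score at least 90 and every replicate individually at or above 90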;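 note: higher luciferase means less miR-122 activity so hits act as miR-122 inhibitors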
# * hit, by the source's call; nt = no result given; & = joins results of further samples; [ ] = dose if it differs, or a comment.
# Letters – A = FN deposit inh; B = Cneo AK release; C = LGR2 antag; D = PAX8 inh HTS; E = Casp6 inh; F = EWS-Fli block; G = PGC1a acetyl inh; H = miR122 inh
COc1cc(/C=C/C(=O)OCC(=O)NCc2ccco2)ccc1OC(F)F
  A: 4; B: 9; C: -11; D: 3; E: -2; F: -1; G: nt; H: 10

CCOC(=O)c1c(NC(=O)c2cccnc2)sc(C(C)=O)c1C
  A: 7; B: nt; C: 7; D: 6; E: 1; F: 4; G: nt; H: nt

CO[C@H]1CN(C)C(=O)c2cc(NC(C)=O)ccc2OC[C@H](C)N(Cc2ccccc2C(=O)O)C[C@@H]1C
  A: 3; B: -1; C: -4; D: -5; E: -1; F: 1; G: 27; H: -4[16.7 µM]

COc1ccc(C2C(C#N)=C(N)Oc3c2oc(CO)cc3=O)c(OC)c1OC (configuration not stated)
  A: 0; B: 6; C: nt; D: 16; E: nt; F: nt; G: -1; H: 6

COc1ccc(/C=C/CN2CCCC(C(=O)c3ccc(OC)c(F)c3)C2)cc1 (configuration not stated)
  A: 8; B: 4; C: nt; D: -10; E: -3; F: -8; G: 1; H: -7

c1cnc(N2CC[N+]3(CCCC3)CC2)nc1
  A: -2; B: 0; C: nt; D: -1; E: nt; F: nt; G: -4; H: -2

CCn1nc(C)c(CCC(=O)O)c1C
  A: -6; B: nt; C: 15; D: -14; E: 1; F: 4; G: nt; H: nt

CC1(C)C/C(=N\O)c2cc3c(nc2C1)CCCC3
  A: nt; B: -1; C: -11; D: 4; E: 1; F: nt; G: 12; H: 3

COc1cc(=O)[nH]c(=O)n1C(=O)Cc1ccccc1
  A: 9; B: -1; C: nt; D: nt; E: nt; F: nt; G: -1; H: -7

COc1cc(OC)cc(C(=O)N[C@H](C(=O)OCC(=O)Nc2ccc(F)c(F)c2F)C(C)C)c1
  A: -9; B: 4; C: -8; D: 3; E: -4; F: -6; G: 2; H: 0

# Nine structures out of the list, sorted by number of heavy atoms, descending:
# Letters – A = FN deposit inh; B = Cneo AK release; C = LGR2 antag; D = PAX8 inh HTS; E = Casp6 inh; F = EWS-Fli block; G = PGC1a acetyl inh; H = miR122 inh
CO[C@H]1CN(C)C(=O)c2cc(NC(C)=O)ccc2OC[C@H](C)N(Cc2ccccc2C(=O)O)C[C@@H]1C
  A: 3; B: -1; C: -4; D: -5; E: -1; F: 1; G: 27; H: -4[16.7 µM]

COc1cc(OC)cc(C(=O)N[C@H](C(=O)OCC(=O)Nc2ccc(F)c(F)c2F)C(C)C)c1
  A: -9; B: 4; C: -8; D: 3; E: -4; F: -6; G: 2; H: 0

COc1ccc(/C=C/CN2CCCC(C(=O)c3ccc(OC)c(F)c3)C2)cc1 (configuration not stated)
  A: 8; B: 4; C: nt; D: -10; E: -3; F: -8; G: 1; H: -7

COc1cc(/C=C/C(=O)OCC(=O)NCc2ccco2)ccc1OC(F)F
  A: 4; B: 9; C: -11; D: 3; E: -2; F: -1; G: nt; H: 10

CCOC(=O)c1c(NC(=O)c2cccnc2)sc(C(C)=O)c1C
  A: 7; B: nt; C: 7; D: 6; E: 1; F: 4; G: nt; H: nt

COc1cc(=O)[nH]c(=O)n1C(=O)Cc1ccccc1
  A: 9; B: -1; C: nt; D: nt; E: nt; F: nt; G: -1; H: -7

CC1(C)C/C(=N\O)c2cc3c(nc2C1)CCCC3
  A: nt; B: -1; C: -11; D: 4; E: 1; F: nt; G: 12; H: 3

c1cnc(N2CC[N+]3(CCCC3)CC2)nc1
  A: -2; B: 0; C: nt; D: -1; E: nt; F: nt; G: -4; H: -2

CCn1nc(C)c(CCC(=O)O)c1C
  A: -6; B: nt; C: 15; D: -14; E: 1; F: 4; G: nt; H: nt

# Next records follow:
# Letters – A = FN deposit inh; B = Cneo AK release; C = LGR2 antag; D = PAX8 inh HTS; E = Casp6 inh; F = EWS-Fli block; G = PGC1a acetyl inh; H = miR122 inh
C[C@@H]1CN([C@H](C)CO)C(=O)c2cc(NC(=O)C3CCCCC3)ccc2O[C@H]1CN(C)Cc1ccc(Oc2ccccc2)cc1
  A: nt; B: nt; C: 3; D: nt; E: nt; F: 20; G: -2; H: 2[16.7 µM]

O=C([C@@H]1[C@@H](CO)[C@@H]2Cn3c(ccc(-c4ccc(F)cc4)c3=O)[C@@H]2N1Cc1cocn1)N1CCCCC1
  A: -2; B: -6; C: 10; D: -3; E: -3; F: -5; G: nt; H: 5[16.7 µM]

COc1ccc(NC(=O)COc2coc(CN3CCc4ccccc43)cc2=O)cc1
  A: -2; B: -1; C: -5; D: -4; E: 1; F: 6; G: nt; H: 2

CSc1ccccc1C(=O)OCC(=O)NC1CCCCCCC1
  A: -5; B: 0; C: 11; D: -9; E: -2; F: 10; G: -7; H: 4

Cc1ccccc1N=C1SCC(=O)N1Cc1ccccc1
  A: -1; B: -3; C: 7; D: 21; E: nt; F: nt; G: nt; H: -9

CN1C(=O)c2cc(NC(=O)Nc3ccccc3Cl)ccc2OC[C@@H]2O[C@H](CC(=O)O)CC[C@H]21
  A: 9; B: 3; C: 11; D: 8; E: nt; F: 0; G: -1; H: 17[16.7 µM]

NC(=O)c1c(N)[nH]c(C(=O)c2ccccc2)c1-c1ccc(Cl)cc1Cl
  A: 8; B: nt; C: -22; D: -28; E: 1; F: -9; G: nt; H: nt

COc1ccc2c3c(n(C)c2c1)[C@H](CO)N(C(=O)C1CCC1)CC31CCN(C)CC1
  A: nt; B: nt; C: -3; D: -7; E: -3; F: 8; G: nt; H: nt

C[C@@H]1CN([C@@H](C)CO)C(=O)c2c(c3ccccc3n2C)-c2ccccc2CO[C@H]1CN(C)C(=O)Nc1ccc(F)cc1
  A: -1; B: -2; C: 6; D: 31; E: 1; F: 9; G: -15; H: nt

O=C(NN1C(=O)C2C3CCC(O3)C2C1=O)c1ccc(Cl)cc1 (configuration not stated)
  A: -10; B: 3; C: 0; D: 4; E: -3; F: -11; G: nt; H: 2

# Rewritten with values under each structure: part of the list above.
# The line under a structure holds: FN deposit inh	Cneo AK release	LGR2 antag	PAX8 inh HTS	Casp6 inh	EWS-Fli block	PGC1a acetyl inh	miR122 inh
> COc1ccc(/C=C/CN2CCCC(C(=O)c3ccc(OC)c(F)c3)C2)cc1 (configuration not stated)
  8	4	nt	-10	-3	-8	1	-7
> c1cnc(N2CC[N+]3(CCCC3)CC2)nc1
  -2	0	nt	-1	nt	nt	-4	-2

# (further entries)
# Letters – A = FN deposit inh; B = Cneo AK release; C = LGR2 antag; D = PAX8 inh HTS; E = Casp6 inh; F = EWS-Fli block; G = PGC1a acetyl inh; H = miR122 inh
COc1ccc(NC(=O)c2ccc(-c3ccccc3C(F)(F)F)o2)cc1
  A: 6; B: -4; C: nt; D: -79; E: 0; F: 5; G: -18; H: 3

O=C(CSc1nnnn1-c1cccnc1)Nc1ccc(F)cc1F
  A: -4; B: 0; C: 1; D: 15; E: -2; F: nt; G: nt; H: nt

CC(C)NC(=O)N(C)C[C@H]1Oc2c(NS(C)(=O)=O)cccc2C(=O)N([C@H](C)CO)C[C@@H]1C
  A: 9; B: 3&-1; C: 6; D: 0&-44; E: 2&-2; F: 0&-7; G: 6&7; H: 1&16[16.7 µM]

CC(=O)c1cccc(OCC(O)CN2CCN(S(=O)(=O)c3c(F)cccc3F)CC2)c1 (configuration not stated)
  A: 1; B: 3; C: -7; D: 27; E: -3; F: 2; G: 3; H: -8

CNC[C@@H]1Oc2c(NC(=O)Nc3ccc(OC)cc3)cccc2C(=O)N([C@H](C)CO)C[C@@H]1C
  A: 2; B: -5; C: 21; D: 0; E: 2; F: -2; G: 9; H: 2[16.7 µM]

COc1ccc(-n2c(C)cc(C(=O)COC(=O)c3cc(OC)c(OC)cc3NC(=O)c3cccs3)c2C)cc1
  A: -4; B: nt; C: nt; D: 2; E: -4; F: 19; G: nt; H: nt

O=C(CN1C(=O)COc2ccccc21)NCCN1CCOCC1
  A: 4; B: 7; C: -1; D: 5; E: 3; F: -2; G: nt; H: nt

O=C1C=C(c2cccnc2)CCC1
  A: 4; B: -1; C: 13; D: 7; E: nt; F: -5; G: -3; H: -4

C[C@@H]1CN([C@H](C)CO)C(=O)c2cccc(NS(C)(=O)=O)c2O[C@H]1CN(C)Cc1ccc2c(c1)OCO2
  A: nt; B: 42; C: -9; D: -13; E: 0; F: nt; G: 1; H: 4[16.7 µM]

C[C@H](CO)N1C[C@H](C)[C@@H](CN(C)Cc2ccc(C(F)(F)F)cc2)Oc2c(NC(=O)c3ccncc3)cccc2C1=O
  A: nt; B: 2; C: nt; D: 10; E: -4; F: -2; G: -5; H: 5[16.7 µM]

O=C(COc1ccccc1)NC1CCSc2ccccc21 (configuration not stated)
  A: -7; B: nt; C: -33; D: -1; E: 1; F: -15; G: nt; H: nt

Cc1onc(-c2ccccc2Cl)c1C(=O)N(Cc1ccc(N(C)C)cc1)C(C)C
  A: 7; B: 2; C: 9; D: 0; E: 0; F: 9; G: -17; H: 1

CN1C[C@H](O)COC[C@@H]2O[C@H](CC(=O)NC3CCCC3)CC[C@H]21
  A: -12; B: -5; C: 0; D: 1; E: -1; F: 7; G: 3; H: -4[16.7 µM]

Cc1ccc(C(=O)N/N=C\c2cccs2)cn1
  A: 0; B: nt; C: nt; D: -43; E: -1; F: -28; G: nt; H: nt

C[C@H](O)[C@@H]1C(=O)N2CCc3ccc(-c4ccccc4)cc3[C@@H]2C[C@@H]1N(C)C(=O)c1cccnc1
  A: -5; B: 0; C: -16; D: -4; E: -1; F: -1; G: -7; H: -2

CN(C)CCOC(=O)NCC12CC3CC(CC(C3)C1)C2
  A: 0; B: 1; C: -3; D: 6; E: 0; F: 7; G: nt; H: -4

O=C(CN1CCN(S(=O)(=O)N2CCCCC2)CC1)Nc1cc(Cl)cc(Cl)c1
  A: 8; B: -2; C: 7; D: 6; E: 2; F: 14; G: nt; H: nt

CC1(C(=O)NS(=O)(=O)c2ccccc2Cl)CCN1C(=O)C1CCCCC1 (configuration not stated)
  A: 2; B: 5; C: -45; D: -6; E: 0; F: 2; G: nt; H: nt

O=C(Nc1ccccc1F)c1oc2ccccc2c1NC(=O)C1CC1
  A: 6; B: -9; C: -11; D: 11; E: -2; F: -17; G: -8; H: 2

O=C(OCC(=O)N1CCOCC1)c1ccc(Br)cc1
  A: 5; B: -2; C: -15; D: -60; E: 0; F: -8; G: nt; H: 0

Cc1ccc(S(=O)(=O)N(CC(=O)NCCSc2ccccn2)c2ccc(C)c(C)c2)cc1
  A: 0; B: -4; C: nt; D: 3; E: 14; F: 4; G: -21; H: 9

Cc1nc2ccc(S(=O)(=O)N(C)CC(=O)Nc3ccccc3F)cc2s1
  A: 1; B: 3; C: 10; D: 3; E: nt; F: -1; G: -18; H: nt

CC(C)(C)NC(=O)CN(C(=O)CCC(=O)Nc1nccs1)c1ccc(F)cc1
  A: -3; B: -2; C: 8; D: -1; E: -3; F: 3; G: -9; H: -3

O=[N+]([O-])c1c(NCCO)cc(N2CCCCCC2)c2nonc12
  A: 11; B: 1; C: -4; D: 23; E: 9; F: 1; G: 20; H: -3

COc1ccc(C(=O)OC(C)CN2CCN(C)CC2)cc1 (configuration not stated)
  A: -4; B: -1; C: -31; D: 21; E: -1; F: -11; G: nt; H: 4

Cc1cc(C)n(-c2ccc(C(=O)OCC(=O)NCc3ccc(F)cc3)cc2)n1
  A: -5; B: 6; C: 14; D: -8; E: -3; F: -10; G: nt; H: 3

CC(C)c1cccc(-c2ccc3c(c2)S(=O)(=O)c2cccc(C(=O)NCc4ccco4)c2C3=O)c1
  A: -9; B: -1; C: 10; D: 26; E: -4; F: 10; G: -9; H: 3

CCC(=O)NCCc1nc2cc(NC(=O)c3cccc([N+](=O)[O-])c3)ccc2n1C
  A: nt; B: 0; C: -65; D: -98; E: 1; F: -42; G: 2; H: 3
